Yeast growth tox – Inhibitors of S. cerevisiae growth, toxicity; 30,000 compounds, 0.3% hits; S. cerevisiae wild-type growth, A595 turbidity, 16 h; growth inhibition, % at 25 µM (by protocol);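 active = mutant and wild-type yeast strains alike exhibit over 30% growth inhibition; inconclusive = a strain exceeds 50% while the second remains under 30%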;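 note: 0% = untreated cell controls and 100% = YPD media blanks without cells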
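Test system: Wild-type and eIF2Bepsilon-R284H mutant S. cerevisiae, screened separately | Dosing: Single 25 µM compound dose in 0.2% DMSO | Schedule: 16 h compound exposure during growth at 30 °C | Detection: A595 turbidity | Evaluation: Growth inhibition (%) versus cell controls and blanks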
Yeast eIF2B – modulators of yeast eIF2B activity; S. cerevisiae eIF2B-epsilon R284H, GCN4-lacZ luminescence; inhibition, % at 25 µM (by protocol); 27,000 compounds, 0.91% hits; AID 688;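 active = mutant luminescence inhibited past about 50% while wild type luminescence and mutant growth stay under set limits, limit read from the data; inconclusive = mutant versus wild type luminescence inhibition gap past a set limit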; note: some compounds called inactive have numbers as strong as hits
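Times: 16 h growth with compound at 30 °C, 90 min Beta-Glo step; Assay system: yeast eIF2B-epsilon R284H mutant carrying GCN4–beta-galactosidase fusion; Measure: % inhibition of reporter signal and growth versus controls; Dosing: one concentration, 25 µM, 0.25% DMSO; Buffer or medium: YPD yeast growth medium; Measured by: Beta-Glo luminescence plus absorbance at 595 nm.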
Yeast growth tox inhibition % – recorded beside Yeast growth tox, whose call it bears; growth inhibition, %; S. cerevisiae eIF2Bepsilon-R284H mutant growth, A595 turbidity, 16 h;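 each compound tested once at 25 µM; 0% equals untreated cells and 100% equals cell-free medium blanks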
Yeast eIF2B mutant toxicity – further read-out of Yeast eIF2B, marked with its call; growth inhibition, %; measured here: mutant yeast growth, toxicity;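 each compound tested once at 25 µM; zero equals untreated control growth and 100 equals blank medium absorbance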
Numbers without * were called inactive; u = inconclusive; x = no result given. Only part of the results is shown; rates above refer to the full screens.

Start of the data: the first two entries, ahead of the listing:
SMILES	Yeast growth tox	Yeast growth tox inhibition %	Yeast eIF2B	Yeast eIF2B mutant toxicity
COc1ccc(S(=O)(=O)Nc2c3ccccc3nc(=O)n2-c2ccccc2)cc1	19	27	11	27
CSc1cccc(NC(=O)C(C)Sc2ccc(C)cc2)c1 (stereo unspecified)	5	21	x	x

The list itself, from the start:
SMILES	Yeast growth tox	Yeast growth tox inhibition %	Yeast eIF2B	Yeast eIF2B mutant toxicity
COc1ccc(S(=O)(=O)Nc2c3ccccc3nc(=O)n2-c2ccccc2)cc1	19	27	11	27
CSc1cccc(NC(=O)C(C)Sc2ccc(C)cc2)c1 (stereo unspecified)	5	21	x	x
CCN1CCN(C(c2cccs2)C(C)NC(=O)c2ccccc2F)CC1 (stereo unspecified)	14	8	27	8
Cn1cc(/C=N/n2cnc3sc4c(c3c2=O)CCCC4)c2ccccc21	2	-5	-6	-5
Cn1c(=O)[nH]c(=O)c2c1nc(Br)n2CCCc1ccccc1	11	7	19	7
N#Cc1c(/N=C/N2CCCC2)oc(-c2ccccc2)c1-c1ccccc1	-16	8	30	8
COc1ccc(CCNC(=O)C2CCN(S(=O)(=O)c3ccc(OC)c(OC)c3)CC2)cc1	9	19	21	19
CCS(=O)(=O)N1CCCC(C(=O)NCCCN2CCCC2=O)C1 (stereo unspecified)	-10	3	14	3
COc1ccc(CCN2CC(O)=C(c3nc4ccccc4c(=O)[nH]3)C2=N)cc1OC	x	x	-10	x
Cc1nc2ccccc2n1CCCOc1ccccc1	u	x	13	-4
N#CC[n+]1cc(-c2ccc(Cl)cc2)n2c1CCC2	22	0	23	x
COc1cccc(N(CC(=O)Nc2cccc(N(C)S(C)(=O)=O)c2)S(C)(=O)=O)c1	4	-4	-14	-4
COc1ccc(CCNS(=O)(=O)c2ccc(Cl)s2)cc1OC	9	-5	18	-5
CCOC(=O)C1C(=O)CC(C)(O)C(C(=O)OCC)C1c1cccc(OC)c1 (stereo unspecified)	-15	-9	-5	-9
CN(C)C(=O)COC(=O)c1cc(Cl)cc(Cl)c1N	22	9	x	x
O=[N+]([O-])c1cc(Cl)ccc1Sc1cccc2cccnc12	-7	-11	18	-11
Cc1[nH]c2ccc(-c3nnc(SCC(=O)c4ccc(F)cc4)o3)cc2c1C	-5	-27	11	-27
CCc1ccc(NC(=O)CSc2nc3ccccc3c(=O)n2CCCC(=O)N2CCCC2)cc1	15	16	30	16
CN(C(=O)c1ccc2c(c1)OCO2)C1(C(=O)NC2CCCC2)CCCCC1	6	8	22	8
c1cncc(-c2nc(NCC3COc4ccccc4O3)c3ccccc3n2)c1 (stereo unspecified)	-13	-29	30	-29
O=S(=O)(Cc1ccc(Cl)cc1)N1CCCC1	-5	-13	x	x
CCOc1ccccc1Oc1c(C)oc2c(CN3CCN(C)CC3)c(O)ccc2c1=O	12	-19	10	-19
CCOC(=O)C1CCCN(CCCc2ccccc2)C1 (stereo unspecified)	7	12	16	12
CCCN(CCC)S(=O)(=O)c1ccc(NC(=O)COc2ccccc2)cc1	13	-6	18	-6
Cc1ccc(C(=O)NCCSC(C)(C)C)cc1	-3	11	9	11
O=C(Nc1ccc(Br)cn1)c1ccc2nccnc2c1	29	-7	24	-7
FC(F)(F)c1cc(-c2ccco2)nc(-n2cnc3ccccc32)n1	-16	-7	-3	-7
C=CCn1cc(-c2ccc(Cl)cc2)cc(C#N)c1=O	10	3	18	3
NC(=O)C1=NOC(CNc2ncc(C(F)(F)F)cc2Cl)C1 (stereo unspecified)	24	17	14	17
Cc1cc(C(F)F)n2ncc(C(=O)N3CCC(C(N)=O)CC3)c2n1	6	12	23	12
CCOC(=O)c1c(NC(=O)c2ccoc2C)sc2c1CCC2	-26	-9	20	-9
Cc1cc(NC(=O)CCN2C(=O)c3ccccc3C2=O)no1	22	-32	20	-32
Cc1c(NS(=O)(=O)c2cccs2)c(=O)n(-c2ccccc2)n1C	23	-4	13	-4
COc1ccc(C2SCC(=O)N2c2c(C)n(C)n(-c3ccccc3)c2=O)cc1OC (stereo unspecified)	22	-3	x	x
COCC(=O)Nc1nc2n(n1)C(c1ccc(OC)cc1)CC(c1ccc(OC)cc1)N2 (stereo unspecified)	26	-9	18	-9
COc1ccccc1-n1nnnc1SCc1ccccc1	x	x	-8	x
Clc1ccc2c(NCc3ccco3)ncnc2c1	23	18	5	18
COC(=O)C1CCN(Cc2ccc(C)cc2)CC1	-2	10	16	10
O=C(CC1Nc2ccccc2NC1=O)NC1CCCCC1 (stereo unspecified)	-16	-4	58*	x
COC(=O)c1cccc(Oc2nc3c(c(=O)n(C)c(=O)n3C)n2Cc2ccc(C)cc2)c1	-17	-27	21	-27
COC(=O)COc1ccc(S(=O)(=O)Nc2ccc(C(N)=O)cc2)cc1C	26	19	8	19
CCOc1ccc(NC(=O)NCCCn2c(C)nc3cc(C)c(C)cc32)cc1	6	9	x	x
COc1cccc(CNC(=O)CSCc2cnn(-c3ccccc3)c2-n2cccc2)c1	-52	5	12	5
O=C(COC(=O)CCOc1ccccc1)NCc1ccco1	6	-24	27	-24
COc1ccc(C(=O)CSc2nnc(Cn3cnc4ccccc43)o2)cc1	1	-8	5	-8
CCn1c(=S)sc2c(=O)n(-c3ccccc3)c(SC)nc21	24	15	-33	15
CCN(CC)CCNC1=CC(=O)OC12CCCCC2	-4	12	13	12
CCOC(=O)N1CCN(Cc2nc(-c3ccc(C)cc3)no2)CC1	-7	-25	30	-25
CCC1C(=O)Nc2nc(-c3ccccc3)c(-c3ccccc3)n2N=C1C (stereo unspecified)	11	5	3	5
CCCC(C)C(=O)NCc1ccc2c(c1)OCO2 (stereo unspecified)	-8	13	x	x
Cc1nc(NC(=O)c2cc3c(s2)CCCCC3)sc1C(=O)N(C)C	10	-21	-14	-21
COc1ccc(C2=NO[C@@H]3C(=O)N(Cc4ccccc4)C(=O)[C@H]23)cc1OC	9	14	8	14
COc1ccc(-c2nc(-c3ccc(NC(=O)c4ccc(Br)o4)cc3)no2)cc1OC	23	6	-54	6
CCOC(=O)C(Oc1ccc(=O)[nH]n1)C(C)=O (stereo unspecified)	10	-16	19	-16
O=CN(/C=C1\Sc2ccccc2C1=O)Cc1ccccc1	2	0	x	x
CC(C)C(c1nnnn1C1CCCC1)N1CCCCC1 (stereo unspecified)	18	3	-5	3
Cc1nc2c(sc3nc4c(cc32)COC(C)(C)C4)c(=O)n1Cc1ccccc1	17	3	x	x
Cc1cccn2c(=O)c(/C=C(\C#N)S(=O)(=O)c3ccccc3)c(N3CCC(C(N)=O)CC3)nc12	7	24	x	x
O=C(NC1CCCC1)c1cnn2c(C(F)(F)F)cc(-c3ccco3)nc12	23	14	17	14
Cc1ccc(S(=O)(=O)CCC(=O)O)cc1C	7	16	12	16

Given bar-delimited: part of the list above.
mol | Yeast growth tox | Yeast growth tox inhibition % | Yeast eIF2B | Yeast eIF2B mutant toxicity
COC(=O)COc1ccc(S(=O)(=O)Nc2ccc(C(N)=O)cc2)cc1C | 26 | 19 | 8 | 19
CCOc1ccc(NC(=O)NCCCn2c(C)nc3cc(C)c(C)cc32)cc1 | 6 | 9 | x | x
COc1cccc(CNC(=O)CSCc2cnn(-c3ccccc3)c2-n2cccc2)c1 | -52 | 5 | 12 | 5
O=C(COC(=O)CCOc1ccccc1)NCc1ccco1 | 6 | -24 | 27 | -24
COc1ccc(C(=O)CSc2nnc(Cn3cnc4ccccc43)o2)cc1 | 1 | -8 | 5 | -8
CCn1c(=S)sc2c(=O)n(-c3ccccc3)c(SC)nc21 | 24 | 15 | -33 | 15
CCN(CC)CCNC1=CC(=O)OC12CCCCC2 | -4 | 12 | 13 | 12
CCOC(=O)N1CCN(Cc2nc(-c3ccc(C)cc3)no2)CC1 | -7 | -25 | 30 | -25
CCC1C(=O)Nc2nc(-c3ccccc3)c(-c3ccccc3)n2N=C1C (stereo unspecified) | 11 | 5 | 3 | 5
CCCC(C)C(=O)NCc1ccc2c(c1)OCO2 (stereo unspecified) | -8 | 13 | x | x
Cc1nc(NC(=O)c2cc3c(s2)CCCCC3)sc1C(=O)N(C)C | 10 | -21 | -14 | -21
COc1ccc(C2=NO[C@@H]3C(=O)N(Cc4ccccc4)C(=O)[C@H]23)cc1OC | 9 | 14 | 8 | 14
COc1ccc(-c2nc(-c3ccc(NC(=O)c4ccc(Br)o4)cc3)no2)cc1OC | 23 | 6 | -54 | 6
CCOC(=O)C(Oc1ccc(=O)[nH]n1)C(C)=O (stereo unspecified) | 10 | -16 | 19 | -16
O=CN(/C=C1\Sc2ccccc2C1=O)Cc1ccccc1 | 2 | 0 | x | x

The listing continues:
SMILES	Yeast growth tox	Yeast growth tox inhibition %	Yeast eIF2B	Yeast eIF2B mutant toxicity
COCC(=O)NCc1ccc2c(c1)cc(C)n2C	3	-5	-3	-5
Cc1c(C(=O)O)c2cc(O)ccc2n1-c1ccccc1	14	17	15	17
COCCCn1c(=N)c(C(=O)NCc2ccc3c(c2)OCO3)cc2c(=O)n3ccccc3nc21	7	-3	15	-3
CCOC(=O)c1ccc(S(=O)(=O)n2c(CN3CCCCC3)nc3ccccc32)cc1	-4	0	-32	x
CC1CC(C)CN(C(=O)CSC2=Nc3ccccc3C3=NC(Cc4c[nH]c5ccccc45)C(=O)N23)C1 (stereo unspecified)	3	11	31	11
O=S(=O)(c1ccc(S(=O)(=O)N2CCN(Cc3ccccc3)CC2)cc1)N1CCOCC1	7	-19	-12	-19
C=CCn1c(SCC(=O)Nc2cc3oc4ccccc4c3cc2OC)nnc1-c1cnccn1	-13	11	8	11
CCN(CC)C(=O)C1=C(C)NC(=S)NC1c1cn(-c2ccccc2)nc1-c1ccc(Cl)cc1 (stereo unspecified)	19	-5	38	-5
CCc1nnc(NC(=O)c2ccc(S(=O)(=O)N3CCCCC3C)cc2)s1 (stereo unspecified)	1	-10	-20	-10
CCOC(=O)c1cc(-c2ccc(Cl)cc2)nc2c1c(C)nn2CCC#N	-5	7	x	x
COc1cccc(OC)c1C(=O)NC(C)C12CC3CC(CC(C3)C1)C2 (stereo unspecified)	-4	18	16	18
O=C(CCc1ccc(S(=O)(=O)NCCc2ccccc2)cc1)NCc1ccco1	13	13	24	13
Cc1ccc(NC(=O)N2CCN(Cc3ccc4c(c3)OCO4)CC2)cc1	17	13	22	13
Cc1ccc2cccc(SCC(=O)NCc3ccco3)c2n1	11	4	23	4
CCOC(=O)C1CCN(c2ncnc3c2oc2ccccc23)CC1	4	-21	40	-21
Cc1nc(NC(=O)CSc2nnnn2Cc2ccccc2)sc1C	-5	15	40	15
Cn1nnc2sc3c(c2c1=O)CCCC3	2	-10	32	-10
COc1ccccc1C1CC(=O)NC(C)=C1C(=O)OCC(C)C (stereo unspecified)	24	-9	20	-9
CCOC(=O)C1CCCN(CC(=O)NC2=Nc3ccccc3N=C(C)C2c2ccccc2)C1 (stereo unspecified)	6	-13	-16	-13
COC(=O)c1ccc(Cn2nnc3c(sc4nc(N5CCOCC5)c5c(c43)CCCC5)c2=O)o1	-7	5	7	5
CC(=O)Nc1ccc(S(=O)(=O)CCC(=O)O)cc1	16	4	13	4
Cc1n[nH]c(C)c1CCc1nc2c3ccccc3nc(SCC(=O)Nc3ccccc3F)n2n1	-16	5	-38	5
O=C(c1cc(-c2ccncc2)nc2ccccc12)N1CCN(c2ccccn2)CC1	14	-10	-10	-10
CCN(CC)CCCOc1nc(C)nc2c1oc1ccccc12	-1	7	-11	7
CC1CCCCC1NC(=O)CCn1c(=O)oc2ccccc21 (stereo unspecified)	6	3	4	3
Cc1ccc2nsnc2c1NS(=O)(=O)c1c(C)ccc2nsnc12	11	-4	-21	-4
O=C1NCCc2cc3c(cc21)OCO3	7	0	-11	x
Cc1ccc(NC(=O)C2CCC(=O)N2)cc1C (stereo unspecified)	9	-37	11	-37
CC(=O)c1c(C)[nH]c(C(=O)Nc2cc(C)cc(C)c2)c1C	23	22	x	x
CSCC[C@H](NC(=O)NCCc1ccc(F)cc1)C(=O)O	-4	-8	-6	-8
CN(C)S(=O)(=O)c1ccc(C(=O)NCc2ccccc2)cc1	-14	0	8	x
CCOC(=O)c1ccc(N=c2sc(C(=O)OC)cc(=O)n2C2CC2)cc1	-42	-5	9	-5
COC(=O)C(O)(NC(=O)OCc1ccccc1)C(F)(F)F (stereo unspecified)	14	-13	31	-13
Cc1cc(C)cc(CC2CC(=O)N(c3ccc(Cl)cn3)C2=O)c1 (stereo unspecified)	6	2	10	2
O=C(NCCc1ccccc1)C(=O)NC1CCCCC1	20	12	4	12
COc1ccc(-n2c(=O)c3ccccc3n(CC(=O)NC3CCCCC3)c2=O)c(OC)c1	0	15	22	15
COC(=O)[C@H](CC(C)C)NC(=O)N1CCN(c2cccc(C(F)(F)F)c2)CC1	5	0	12	x
CCOC(=O)c1ccc(N2C(=O)c3n[nH]c(C)c3C2c2ccco2)cc1 (stereo unspecified)	14	0	18	x
Cn1nc(CC(=O)Nc2cccc3ncccc23)c2ccccc2c1=O	2	0	-4	x
O=C(Cn1cnc2ccccc2c1=O)Nc1cccc(-c2nnc3n2CCCCC3)c1	15	15	x	x
Nc1nc(-c2ccc(Br)cc2)cs1	42	14	28	14
CC(/C=C/c1ccccc1)=N/O	4	0	14	x

High-throughput results deposited in PubChem BioAssay by PCMD.
